Dynein cargo inh – inhibitors of GR-EGFP nuclear translocation, primary screen, dynein cargo transport inhibitor project, imaging, high-content, 3617.4 mouse cells | z-score, hits read low | test concentration mostly 20 µM; stimulated with dexamethasone, 1 µM; stronger effect = lower value | AID 1381, 2008 | actives 0.47% (n = 220,000);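 active = plate z-score of nuclear minus cytoplasmic receptor signal below a set negative limit, without overly bright fluorescence or cell loss, cut at about -3.5 in these data, passing the limit was not always enough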;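 also: z-score of nuclear minus cytoplasmic ring GR-EGFP intensity difference per well; some compounds called inactive have numbers as strong as hits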
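medium = tetracycline-free induction medium containing charcoal-stripped FBS | also added = 1.0 µM final dexamethasone stimulus | schedule = 48 h induction, 1 h compound, 30 min dex at 37 °C | technique = fixed, Hoechst-stained cells imaged at 10x for EGFP | measure = GR-EGFP nuclear translocation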
Salmonella PhoP GFP – inhibitors of PhoP regulon expression, primary screen, Salmonella Typhimurium, GFP reporter (AID 1863). S. Typhimurium PhoP-regulated promoter GFP reporter, 4 h; higher % means a stronger effect. inhibition, % at 50 µM; hits with a dose series show IC50 in µM. actives 0.16% (n = 300,000);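 active = inhibition over 29.93%, a cutoff 3 SD above the screen mean, later confirmed by dose response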;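 also: 0% = low Mg2+ inducing control and 100% = high Mg2+ repressing control; strong numbers were not always called active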
Hep lipid drop – inhibitors of hepatocyte lipid droplet formation, primary screen, imaging, high-throughput imaging, BODIPY stain; inhibition, % at 6.5 µM; actives 0.4% (n = 240,000); AML12 mouse hepatocytes, oleate lipid droplets;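 active = lipid droplet intensity inhibited by at least 50%, with more than 500 cells counted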
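material = mouse AML12 hepatocyte cell line, fixed after treatment | also added = 100 µM oleic acid challenge | doses = compound at 6.5 µM only | schedule = overnight exposure | technique = Image-based BODIPY and DAPI two-channel analysis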
Insulin prom up – insulin promoter activators in MIN6 cells, imaging, high-content screening, mouse beta cells; AID 1625, 2009; actives 0.3% (n = 190,000); MIN6 insulin promoter-GFP reporter; stronger effect = higher value; z-score at 5 µM;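 active = z-score above 3 at 5 µM with at least 500 cells counted in the well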
CSM14.1 death rescue – rescue of cells from ER stress-induced death, primary screen, 384-well, CSM14.1, thapsigargin, ATP luminescence (AID 1222) | CSM14.1 thapsigargin-induced death rescue, ATP luminescence; higher % means a stronger effect | one-dose cellular ATP content (survival), % at 20 µM; EC50 in µM for titrated hits | 190,000 tested, under 10 active;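 active = EC50 below 50 µM in the dose-response confirmation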;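 also: death triggered by thapsigargin at about 15 µM added after 2 h compound pretreatment; cell ATP read after overnight thapsigargin exposure of roughly 18 to 22 hours; normalized against plate controls of thapsigargin alone and 5% DMSO vehicle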
Autophagy mod – autophagy modulators in MEF cells, primary screen, imaging, high-content, MEF GFP-LC3 | actives 0.98% (n = 190,000) | calls only at 10 µM (by protocol) | MEF GFP-LC3 puncta imaging; test concentration mostly 10 µM;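 active = percentage of spot-positive cells more than 3 SD above its plate mean, without a fluorescence outlier flag or 80% toxicity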;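 also: spot-positive cell cutoff set from DMSO-treated cells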
b-catenin transl – modulators of beta-catenin nuclear translocation, primary screen, imaging, HeLa cells, immunofluorescence, high-content; actives 0.3% (n = 190,000); nuclear translocation activity, % at 5 µM;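 active = nuclear translocation activity above 50% at 5 µM, with a well cell count of 50 or more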;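 also: per-cell ratio of nuclear to cytoplasmic median beta-catenin stain intensity; plate controls were DMSO negative control for no effect and GSK-3 inhibitor IX positive control for full effect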
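Technique: fluorescence imaging of beta-catenin antibody stain plus DAPI / Material: human HeLa cell line / Incubation: compound treatment 24 h, 37°C, 5% CO2 / Read-out basis: % activation of per-cell nuclear versus cytoplasmic median beta-catenin signal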
T cell HTS – modulators of CD8 T cell-vesicle binding, primary screen, mouse 2C CD8+ T cells, flow cytometry; 2C CD8+ T cell-vesicle binding; stronger effect = lower value; calls only at 7 µM; actives 0.068% (n = 330,000); AID 2052, 2009;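 active = response, share of CD8 T cells binding vesicles, and their 90th percentile fluorescence all below set limits, cut at about 80% in these data, passing the limit was not always enough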
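Benchmarks: naked versus QL9-loaded vesicles / Assay system: purified 2C TCR transgenic mouse naive CD8+ T cells / Technique: high-throughput flow cytometry with anti-B7-1 and anti-CD8 staining / Timing: Cell–vesicle co-incubation 1.5 h at 37 °C, staining 20 min on ice / Read-out: percent CD8+ FL2 mean versus row control / Probe or stimulus: QL9-loaded Drosophila micro-vesicles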
MT stabilizer – microtubule stabilizers in HeLa cells, primary screen, imaging, high-content imaging; HeLa tubulin immunostaining HCS, 24 h; share of cells brighter than vehicle mean+2SD; % tubulin-high responders, % at 10 µM; actives 0.83% (n = 200,000);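 active = plate Z-score above 3 for both tubulin-high and condensed-nucleus cell shares, with cell loss under 80%, at 10 µM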;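 also: anti alpha tubulin signal scored within the nucleus-defined area of each cell; some results filed as inactive read as strong as hits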
Dynein cargo inh cytoplasmic EGFP – second read-out of Dynein cargo inh, no call of its own (marks repeat the call); z-score; measured here: cytoplasmic GR-EGFP intensity; stronger effect = higher value
Dynein cargo inh nuclear GR-EGFP – second read-out of Dynein cargo inh, no call of its own (marks repeat the call); z-score; measured here: nuclear GR-EGFP intensity;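 lower value marks the stronger effect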
Dynein cargo inh cell count – recorded beside Dynein cargo inh, whose call it bears; z-score; measured here: cell count per field
Insulin prom up cell count – recorded beside Insulin prom up, whose call it bears; cell count; measured here: cytotoxicity, nuclei count;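 total cells summed across four imaged fields per well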
Hep lipid drop cells 6.5 µM – second read-out of Hep lipid drop, no call of its own (marks repeat the call); cell count; measured here: cell count, cytotoxicity flag;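 cells counted across two imaged fields per well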
b-catenin transl cell count 5 µM – second read-out of b-catenin transl, no call of its own (marks repeat the call); cell count; measured here: cell count, cytotoxicity flag
T cell HTS vesicle-bound % – also measured in T cell HTS; calls as there; double positive events, %; measured here: CD8+ vesicle-bound cell fraction;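 binding gate set so that unloaded-vesicle control wells show 10% double positive cells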
MT stabilizer Hoechst-high % – also measured in MT stabilizer; calls as there; % Hoechst-high responders; measured here: nuclear condensation Hoechst responders;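 share of cells brighter than vehicle mean plus two SD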
MT stabilizer cytotoxicity % – further read-out of MT stabilizer, marked with its call; toxicity, %; measured here: cytotoxicity by cell density;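 0% = mean cell density of plate MIN control wells and 100% = no cells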
Autophagy mod cell loss 18 h – also measured in Autophagy mod; calls as there; toxicity, %; measured here: cell loss, nuclei count;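 cell loss after 18 h compound exposure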
An asterisk follows results filed as active; i = inactive; . = no result given.

SMILES	Dynein cargo inh	Dynein cargo inh cytoplasmic EGFP	Dynein cargo inh nuclear GR-EGFP	Dynein cargo inh cell count	Salmonella PhoP GFP	Hep lipid drop	Hep lipid drop cells 6.5 µM	Insulin prom up	Insulin prom up cell count	CSM14.1 death rescue	Autophagy mod	Autophagy mod cell loss 18 h	b-catenin transl	b-catenin transl cell count 5 µM	T cell HTS	T cell HTS vesicle-bound %	MT stabilizer	MT stabilizer Hoechst-high %	MT stabilizer cytotoxicity %
O=C(O)c1nn(CC(=O)N2CCCCCC2)c(=O)c2ccccc12	-0.87	-0.23	-0.34	0.31	-4%	-2	712	-1.2	1411	.	i	-13	0.2	1113	i	41	1.6	1.4	3.1
COc1ccc(S(=O)(=O)NCC2CCCN(C(=O)CC3CCCC3)C2)cc1 (stereo unspecified)	0.98	-0.2	0.72	-1.2	0%	5	708	0.47	1384	-0.6%	i	-9	1.1	1004	i	30	3.2	1.5	12
Cc1ccc(N=Nc2c(O)ccc3n[nH]nc23)cc1	-0.54	-0.22	-0.16	0.31	8%	2	734	-0.19	1511	.	.	.	-2.8	1123	i	13	.	.	.
CCOCCCNC(=S)N1CCN(Cc2ccc3c(c2)OCO3)CC1	-0.46	-0.3	0.074	0.8	.	25	695	-0.03	1415	0.0%	i	-11	0.8	989	i	39	1.4	1.4	8.1
COCCn1c(SCC(=O)Nc2ccc(Cl)cn2)nnc1-c1ccncc1	0.12	-0.073	0.11	-1.7	2%	18	772	.	.	-2.7%	i	-5	-2.2	1136	i	44	3.8	2.9	4.2
CC(=O)Nc1ccc(NC(=O)Cn2cnc3c(nnn3Cc3ccc(F)cc3)c2=O)cc1	0.071	-0.24	0.48	-0.095	2%	0	659	0.15	1587	1.0%	i	-20	3.2	829	i	60	2.1	1.7	1.2
CC(=O)c1cccc(NC(=O)CC2SC(N3CCCCC3)=NC2=O)c1 (stereo unspecified)	0.63	-0.36	0.95	-0.83	-6%	.	.	.	.	0.4%	i	6	.	.	i	1	4.5	1.8	1.3
Cn1c(SCc2cccnc2)nc2c(c1=O)SCC2	0.71	-0.22	1	-0.7	4%	2	773	1.1	1580	-1.3%	i	6	-3.6	875	i	59	4.1	0.7	19
FC(F)(F)c1cc(-c2ccccc2)nc(N2CCCCC2)n1	-1.1	-0.15	-0.58	-0.46	0%	0	764	-0.55	1087	0.1%	i	2	-1.4	1098	i	17	4.0	2.0	4.1
NS(=O)(=O)c1ccc(NC(=O)CCC2CCCCC2)cc1	-0.2	-0.24	0.33	0.2	-13%	.	.	-1.3	1224	-1.2%	i	5	-3.0	1018	i	16	3.3	1.5	8.4

Reprinted from the part before: 3 compounds; new compounds follow.
SMILES	Dynein cargo inh	Dynein cargo inh cytoplasmic EGFP	Dynein cargo inh nuclear GR-EGFP	Dynein cargo inh cell count	Salmonella PhoP GFP	Hep lipid drop	Hep lipid drop cells 6.5 µM	Insulin prom up	Insulin prom up cell count	CSM14.1 death rescue	Autophagy mod	Autophagy mod cell loss 18 h	b-catenin transl	b-catenin transl cell count 5 µM	T cell HTS	T cell HTS vesicle-bound %	MT stabilizer	MT stabilizer Hoechst-high %	MT stabilizer cytotoxicity %
Cn1c(SCc2cccnc2)nc2c(c1=O)SCC2	0.71	-0.22	1	-0.7	4%	2	773	1.1	1580	-1.3%	i	6	-3.6	875	i	59	4.1	0.7	19
FC(F)(F)c1cc(-c2ccccc2)nc(N2CCCCC2)n1	-1.1	-0.15	-0.58	-0.46	0%	0	764	-0.55	1087	0.1%	i	2	-1.4	1098	i	17	4.0	2.0	4.1
NS(=O)(=O)c1ccc(NC(=O)CCC2CCCCC2)cc1	-0.2	-0.24	0.33	0.2	-13%	.	.	-1.3	1224	-1.2%	i	5	-3.0	1018	i	16	3.3	1.5	8.4
COc1cc(NC(=O)C(C)Oc2ccccc2)c(C(=O)O)cc1OC (stereo unspecified)	0.066	-0.22	-0.32	-1.5	3%	21	775	1	1367	-0.2%	i	1	-0.5	1060	i	8	4.3	2.9	8.2
CCN(Cc1ccccc1)S(=O)(=O)c1ccc(S(=O)(=O)N2CCN(CCC#N)CC2)cc1	0.17	-0.24	0.27	0.88	7%	-2	650	0.42	2191	-2.0%	i	24	-3.3	1209	i	33	9.6	1.9	8.1
COc1ccc(-c2[nH]ncc2CN2CCSCC2)c(OC)c1	-0.09	-0.17	-0.03	0.34	4%	-6	690	-0.19	1382	-1.2%	i	-13	-0.9	1140	i	1	1.5	2.2	7.9
CC1=CC(C)(C)N(C(=O)CSc2nncn2C)c2ccccc21	-0.041	-0.25	-0.65	1.9	4%	22	757	.	.	-0.7%	i	4	0.5	1165	i	50	3.9	1.7	3.9
Cn1c(CNc2nc(-c3ccccc3)cs2)nnc1SCC(=O)N1CCc2ccccc21	-0.36	0.15	-0.58	1.8	-8%	-38	716	-0.2	1342	-2.7%	i	-13	.	.	i	25	2.3	2.3	6.1
CC(C)CC(=O)N1CCN(Cc2ccccc2[N+](=O)[O-])CC1	-0.96	0.28	-0.063	-0.23	4%	0	671	0.84	1535	-0.5%	i	3	0.7	967	i	47	2.3	2.6	4.4
CCOc1ccc(CN2CCN(Cc3cc4ccccc4[nH]3)CC2CCO)cc1 (stereo unspecified)	-0.44	0.026	-0.29	-1.1	4%	-16	699	2.2	1449	1.3%	i	32	1.9	984	.	.	2.5	2.3	10
CC(=O)NC(CCS(C)(=O)=O)C(=O)Nc1ccc(C)c(F)c1 (stereo unspecified)	-0.47	0.042	-0.13	0.52	10%	.	.	-0.24	1481	-0.8%	i	-7	-1.8	1395	i	39	3.7	3.0	7.7
Cc1nn(-c2ccccn2)c2c1C(=O)C(Br)CC2 (stereo unspecified)	-1.9	0.48	-0.98	0.2	-22%	-26	687	-0.03	1279	0.6%	i	3	2.7	1065	.	.	6.8	3.5	8.5
C=CCn1c(CCCOc2ccc(Cl)cc2Cl)nnc1SCC(=O)Nc1nccs1	-1	-0.12	-0.49	0.18	-10%	3	779	0.7	918	0.2%	i	7	1.6	1131	i	11	0.7	0.9	18
CC1CC(O)C(C)CN1 (stereo unspecified)	-0.79	-0.22	-0.38	1.1	-11%	1	666	0.62	1068	.	.	.	-0.3	1398	.	.	.	.	.
Cc1nnc(NC2(C(F)(F)F)C(=O)Nc3c2c(=O)n(C)c(=O)n3C)s1 (stereo unspecified)	1.2	-0.17	0.45	0.62	5%	0	729	0.07	1320	.	i	-3	.	.	i	25	1.1	2.2	6.0
Cc1ccc(/C=C2/C(=O)ON=C2c2ccccc2)o1	-6*	1.5*	-2.5*	0.95*	-11%	-2	710	-0.29	1403	.	.	.	4.4	1066	i	26	.	.	.
CC(C)CCNCC(O)CON=C1c2ccccc2-c2ccccc21 (stereo unspecified)	-0.9	0.021	0.29	0.14	123µM*	28	702	0.31	1197	.	i	19	-0.3	1007	i	29	13	6.2	5.6
CCCC(=O)N(CCN(C(=O)CCC)c1ccccc1)c1ccccc1	-0.55	-0.016	0.042	-0.21	8%	-49	734	-0.58	1068	0.7%	i	-10	1.6	1164	i	12	2.6	3.2	7.5
Clc1ccc(CN2CCN(/N=C/c3cccnc3)CC2)cc1	-0.27	-0.29	-0.17	0.2	-3%	6	718	.	.	0.2%	i	-11	-0.7	1125	i	30	1.6	2.6	11
CC(C)OC(=O)Cn1cnc2ccc(Br)cc2c1=O	0.78	-0.15	0.63	-0.51	13%	.	.	.	.	-2.8%	i	-10	-0.7	997	i	46	4.6	2.8	2.2
FCCCOc1ccc(-c2nccc(-c3ccc(F)cc3)n2)cc1	-0.031	-0.2	-0.55	0.3	-7%	-6	565	-0.12	1721	-3.0%	i	1	2.7	1050	i	23	1.3	1.4	12
O=C(c1cc(COc2ccc(F)cc2F)on1)N1CCCC(c2ccccc2)C1 (stereo unspecified)	-0.58	-0.3	-0.16	0.71	0%	-3	719	0.1	1448	0.5%	i	1	-1.5	1005	i	67	1.5	1.2	5.6
Cc1ccc(NC(=O)COC(=O)C2CC2C)c(S(=O)(=O)N2CCCCC2)c1 (stereo unspecified)	2.2	-0.19	0.53	-1	-7%	.	.	-0.23	994	2.2%	i	-3	-2.3	1003	i	57	1.9	1.1	2.5
CC1S/C(=N/N=C/c2cccs2)NC1=O (stereo unspecified)	-0.13	-0.064	0.042	-0.95	-9%	-6	653	-0.41	1504	-1.1%	i	9	-0.7	1056	i	29	5.2	2.4	10
Cc1nnc(SCC(=O)Nc2ncc(Cc3ccc(F)cc3)s2)n1N	-0.59	-0.22	-0.085	0.26	9%	-8	775	-0.18	1240	-1.3%	i	1	2.3	1080	i	59	1.6	2.6	6.8
